Bioassay records as filed in PubChem.
CaV13 FRET inh: Primary screen for inhibitors of IQ motif and Ca2+-dependent inactivation inhibitor domain binding in CACNA1D, Förster resonance energy transfer in living cells, …. HEK cells, CFP/YFP FRET ICDI-IQ, plate reader, 10 min; percent FRET-ratio fall versus neutral wells. inhibition, % at 12.3 µM. 0.098% of 340,000 active. AID 743397;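 active = mean replicate inhibition of at least 30% and at least 1% of replicates passing that level; inconclusive = only one of the two criteria is met; inactive = neither criterion is met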;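 note: 0% = median of the neutral control wells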
Shn3 inh set2: reduction of Shn3 3'UTR firefly luciferase signal, primary screen, Schnurri-3 inhibitor project, cell-based, Clone20 osteoblasts, set 2 | inhibition, % at 12.5 µM | 0.52% of 360,000 active | Clone20 osteoblast Shn3 3'UTR firefly luciferase, 24 h;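 active = mean inhibition of at least 75% with every replicate also reaching 75%; inconclusive = mean inhibition at least 75% but some replicate below; inactive = mean inhibition below 75%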;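 note: 0% = median of neutral control wells and 100% = pilot-screen positive control compound; some compounds past the cut are filed as inactive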
Peg3 promoter: Peg3 promoter-driven luciferase inhibitors, primary screen, cell-based, HeLa, luciferase luminescence. AID 588405, 2011. inhibition, % at 20 µM. HeLa PEG-Prom luciferase reporter, overnight. 1.7% of 360,000 active;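 active = inhibition of at least 50% at 20 µM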
PDI turbidity: inhibitors of human PDI, primary screen, biochemical, turbidity, single point, plate reader. Protein disulfide-isomerase (Homo sapiens), P07237. 0.052% of 350,000 active. inhibition, % at 10 µM. PDI insulin aggregation turbidity, A650, 90 min;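 active = mean inhibition across replicates of 30% or more, whatever share of single replicates reach that level; inconclusive = mean inhibition below 30% while every single replicate reaches 30%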;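 note: absorbance from insulin aggregation driven by PDI reduction with DTT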
Cardio protect: cardioprotection against H2O2-induced cell death, primary screen, uHTS, H9c2 cells, ATPLite luminescence. protection from H2O2 cell death, % at 20 µM. 0.63% of 360,000 active. H9c2 cardiomyocytes, H2O2 injury protection, 2 h;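 active = compounds giving at least 50% protection of heart cells from peroxide-induced death in the single-dose screen, raw or plate-pattern-corrected value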;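 note: 0% = DMSO wells with peroxide and 100% = DMSO wells without peroxide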
iPSC survival up: enhancers of single-cell hiPSC survival, primary screen, ATPlite luminescence; 100% = ROCK inhibitor wells, 0% = DMSO; survival enhancement, % at 20 µM; 0.044% of 360,000 active; AID 602274, 2012; in the data active = survival enhancement above about 18%;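 note: cells exposed to compounds for 16 hours before the ATP read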
NR2E3 ag-1: NR2E3 agonists in two-hybrid cells, primary screen, cell-based, luminescence, CHO-S, Gal4-NCOR/VP16-NR2E3; AID 602229, 2012; inhibition of corepressor binding, % at 3.98 µM; luciferase; 0.35% of 360,000 active; Photoreceptor-specific nuclear receptor (Homo sapiens), Q9Y5X4;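 active = inhibition above the mean of all tested compounds plus 3 SD, cut at about 70% in these data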;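 note: 0% = DMSO with NR2E3 transfected cells and 100% = cells lacking NR2E3 construct; higher means lower luciferase signal from less NR2E3 corepressor binding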
Target sequence (Q9Y5X4 whole entry, looked up, the tested form may be a part): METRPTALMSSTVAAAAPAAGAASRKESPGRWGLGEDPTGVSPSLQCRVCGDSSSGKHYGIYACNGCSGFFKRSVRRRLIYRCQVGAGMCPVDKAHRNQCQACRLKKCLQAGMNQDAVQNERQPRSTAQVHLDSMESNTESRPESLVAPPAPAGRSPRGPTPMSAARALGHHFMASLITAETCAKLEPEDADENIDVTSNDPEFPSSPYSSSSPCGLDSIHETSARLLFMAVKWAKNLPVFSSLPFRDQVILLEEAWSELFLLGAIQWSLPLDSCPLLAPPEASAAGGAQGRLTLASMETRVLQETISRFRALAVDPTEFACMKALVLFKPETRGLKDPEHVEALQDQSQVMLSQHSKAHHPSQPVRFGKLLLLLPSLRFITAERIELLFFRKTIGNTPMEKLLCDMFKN
MITF TRPM1 inh: inhibitors of MITF-dependent TRPM1 promoter reporter, primary screen, cell-based, SK-MEL-5, single point, luciferase. SK-MEL-5 TRPM1 promoter luciferase, 24 h. inhibition, % at 12.5 µM. 0.83% of 330,000 active. AID 488899, 2010;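 active = mean inhibition across replicates of 60% or more, whatever share of single replicates reaches that level; inconclusive = some that reach 60%, reason not given; inactive = mean inhibition across replicates below 60%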; note: values of inactives mirror those of a sister screen read the other way
HIF-2a inh: HIF-2a reporter inhibitors, primary screen, luminescence, 786-0 RCC cells | 786-0 RCC cells HIF-2a reporter, luciferase luminescence, overnight | inhibition, % at 18.8 µM | 0.72% of 360,000 active | AID 624352, 2012;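 active = inhibition of the luminescence signal of 40% or more relative to plate controls, in a single-dose primary screen at 18.75 µM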
m5-HT2A agonist: mouse Htr2a agonists via beta-arrestin recruitment, primary screen, cell-based, luminescence | 5-hydroxytryptamine receptor 2A (Mus musculus), P35363 | CHO-K1 mHTR2A beta-arrestin complementation; percent of 30 µM serotonin response | activation, % at 7.6 µM | 0.66% of 360,000 active | AID 624169, 2012;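 active = activation above a run cutoff, the mean activation of all tested compounds plus 3 SD, cut at about 14% in these data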;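 note: 0% = plate median of compound wells and 100% = 30 µM serotonin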
Target sequence (P35363 whole entry, looked up): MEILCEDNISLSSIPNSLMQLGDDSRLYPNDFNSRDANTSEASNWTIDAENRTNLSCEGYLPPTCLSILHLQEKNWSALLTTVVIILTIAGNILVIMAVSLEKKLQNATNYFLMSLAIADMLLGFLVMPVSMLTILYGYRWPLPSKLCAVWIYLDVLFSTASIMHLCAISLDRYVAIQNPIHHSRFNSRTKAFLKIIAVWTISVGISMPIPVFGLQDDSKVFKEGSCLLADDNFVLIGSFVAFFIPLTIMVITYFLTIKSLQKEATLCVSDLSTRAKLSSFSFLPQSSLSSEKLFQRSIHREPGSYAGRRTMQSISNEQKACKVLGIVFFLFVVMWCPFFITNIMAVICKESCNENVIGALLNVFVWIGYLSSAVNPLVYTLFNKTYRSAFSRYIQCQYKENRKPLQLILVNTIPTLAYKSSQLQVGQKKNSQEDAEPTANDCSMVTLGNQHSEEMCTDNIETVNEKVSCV
NR2E3 ag-2: inhibitors of NR2E3-RetCOR corepressor binding, primary screen, NR2E3 agonist project, biochemical, TR-FRET, GST-NR2E3, biotin-RetCOR; 0.12% of 320,000 active; 1536-well; AID 2300, 2010; Photoreceptor-specific nuclear receptor (Homo sapiens), Q9Y5X4; inhibition of corepressor binding, % at 4.78 µM;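 active = percent inhibition above the cutoff of mean plus 3 SD of all tested compounds, set per screening campaign, cut at about 20% in these data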;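 note: 0% = DMSO wells and 100% = biotin wells as full block of FRET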
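Material: NR2E3–RetCOR corepressor complex | Quantity: 1.35 nM GST-tagged NR2E3 final | Schedule: 5 h at 4 °C | Replication: Singlicate compound wells | Reagent: RetCOR corepressor, biotinylated, 7 nM | Controls: Biotin wells as high control, 0.6% DMSO wells as low control | Signal: TR-FRET, Eu(K)-anti-GST donor, streptavidin-D2 acceptor, ex 340, em 617/671 nm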
Active calls of the source: *; ? = inconclusive; . = no result given. Hits appear at their usual frequency; any-hit rate near 3.9%.

SMILES	CaV13 FRET inh	Shn3 inh set2	Peg3 promoter	PDI turbidity	Cardio protect	iPSC survival up	NR2E3 ag-1	MITF TRPM1 inh	HIF-2a inh	m5-HT2A agonist	NR2E3 ag-2
O=C(Nc1ccc(N2CCOCC2)c(S(=O)(=O)Nc2cc(Cl)ccc2Cl)c1)c1cccnc1	-6	-13	14	2	1	-0.1	3	20	23	-7	0
Cc1cc(SCC(=O)Nc2ccccc2)nc(C)n1	-7	13	12	6	8	0.6	-3	-5	9	9	-2
CC(=O)c1ccc(N2CCN(C(=O)c3ccc4[nH]c(C)c(C)c4c3)CC2)cc1	-4	-19	-16	?	-8	1.0	1	.	-9	1	.
COc1ccc2c(c1)-c1nc(/N=C/c3ccc(O)cc3)sc1CC2	-18	1	-21	1	-5	1.9	-8	2	-8	1	-2
CCOc1ccc(NC(=S)N(CCCN2CCCC2)Cc2cccn2Cc2ccc(Cl)cc2)cc1	-5	-3	-3	-4	6	1.2	1	-7	-10	-10	0
Cc1ccc(S(=O)(=O)N2CCC(C(=O)NC3CC(C)(C)NC(C)(C)C3)CC2)cc1	-6	9	2	-3	-6	0.0	2	-2	4	-1	2
Cn1c(COc2ccc(Cl)cc2)nnc1SCC(=O)NC1CCCC1	-3	21	14	3	-2	-0.5	-11	7	9	9	2
Fc1ccc2[nH]c3c(Cl)ncnc3c2c1	-4	-8	15	-3	5	3.5	7	27	19	1	4
COC(=O)c1c(C)oc(C)c1S(=O)(=O)NCc1ccc(OC)cc1	7	8	2	-4	-2	0.2	17	-5	11	4	6
Cc1cc(-c2ccccc2)nc(N2CCC(C(=O)NC34CC5CC(CC(C5)C3)C4)CC2)n1	-9	1	-38	8	-14	-0.4	-44	5	-39	0	-2
CCCc1nnc(SCC(=O)O)n1/N=C/c1ccc2c(c1)OCO2	-10	0	-37	5	0	1.3	-9	1	-2	3	-5
COCCSc1nnc(NC(=O)c2cc(OC)c(OC)cc2[N+](=O)[O-])s1	-5	-23	7	-4	-1	1.5	19	-3	6	-2	4
COc1ccccc1CNC(=O)N1CCN(c2ccccc2Cl)CC1	-4	-9	9	-3	-4	-0.4	-3	-11	-12	-1	5
O=C(COC(=O)CCc1nc2ccccc2s1)Nc1nc(-c2ccccc2)cs1	-5	-16	-108	2	0	0.8	-34	-34	-103	-3	5
CCOC(=O)c1ccc(NC(=O)Nc2ccn(C)n2)cc1	-5	-29	-81	6	-6	-3.1	-17	-31	-189	-2	-2

Shown as labelled records: part of the list above.
Cc1cc(SCC(=O)Nc2ccccc2)nc(C)n1
  CaV13 FRET inh: -7 | Shn3 inh set2: 13 | Peg3 promoter: 12 | PDI turbidity: 6 | Cardio protect: 8 | iPSC survival up: 0.6 | NR2E3 ag-1: -3 | MITF TRPM1 inh: -5 | HIF-2a inh: 9 | m5-HT2A agonist: 9 | NR2E3 ag-2: -2

CC(=O)c1ccc(N2CCN(C(=O)c3ccc4[nH]c(C)c(C)c4c3)CC2)cc1
  CaV13 FRET inh: -4 | Shn3 inh set2: -19 | Peg3 promoter: -16 | PDI turbidity: ? | Cardio protect: -8 | iPSC survival up: 1.0 | NR2E3 ag-1: 1 | MITF TRPM1 inh: . | HIF-2a inh: -9 | m5-HT2A agonist: 1 | NR2E3 ag-2: .

COc1ccc2c(c1)-c1nc(/N=C/c3ccc(O)cc3)sc1CC2
  CaV13 FRET inh: -18 | Shn3 inh set2: 1 | Peg3 promoter: -21 | PDI turbidity: 1 | Cardio protect: -5 | iPSC survival up: 1.9 | NR2E3 ag-1: -8 | MITF TRPM1 inh: 2 | HIF-2a inh: -8 | m5-HT2A agonist: 1 | NR2E3 ag-2: -2

Other structures follow.
SMILES	CaV13 FRET inh	Shn3 inh set2	Peg3 promoter	PDI turbidity	Cardio protect	iPSC survival up	NR2E3 ag-1	MITF TRPM1 inh	HIF-2a inh	m5-HT2A agonist	NR2E3 ag-2
CC#CCN(CC#CC)S(=O)(=O)c1ccc(S(=O)(=O)N2CCOCC2)cc1	-13	17	18	0	5	0.3	7	5	-7	2	5
C#CCOCCOCCOCCNc1nc(N2CCOCC2)nc(N2CCN(C(=O)[C@H](CCCCN)n3cc(CCCC)nn3)CC2)n1	-10	-2	-2	0	4	-3.3	-35	0	4	4	.
Cc1cc(-c2ccccc2)nc(SCC(=O)c2cccc([N+](=O)[O-])c2)n1	-8	16	20	-3	2	3.7	-6	2	-24	-8	2
COc1cccc(CNC[C@H]2O[C@@H](n3cnc(C(N)=O)n3)[C@H](O)[C@@H]2O)c1OCc1ccc(F)cc1Cl	-8	6	-11	-2	14	0.5	-21	5	10	7	.
O=c1/c(=C/c2ccco2)sc2n1CN(c1ccccc1)CN=2	.	-3	-21	-5	0	5.0	-29	-32	-52	-2	-6
COc1ccc(/C=N/NC(=O)c2cccnc2)c2ccccc12	-4	-8	-12	-1	13	1.0	-15	1	-2	-1	-2
CCOC(=O)C1CCN(c2c(NCc3ccc(N(C)C)cc3)c(=O)c2=O)CC1	-7	-21	17	-4	-4	0.5	-3	14	21	-3	-2
CCN(C(=O)Cn1cc(C(C)=O)c2ccccc21)c1ccccc1	-4	15	12	10	-6	1.8	-16	12	14	-1	0
CCc1cc(C(=O)OCC(=O)NCCc2ccccc2)sc1C	-9	-26	2	1	0	2.9	-13	.	11	1	.
Cc1nc2c3ccccc3n(CC(=O)c3ccc(F)cc3)c(=O)n2n1	-12	8	13	.	17	0.6	-35	-4	9	-4	2
COCCCN1C(=O)c2ccc(C(=O)OCC(=O)N(C)c3ccccc3)cc2C1=O	-2	4	9	-2	0	0.7	-17	-1	-2	-2	3
Cc1ccc(C(C)C)c(OC/C(O)=C(\C#N)c2nc3ccccc3[nH]2)c1	-5	3	43	1	-5	-0.5	-30	10	28	4	-2
Cc1ccc(S(=O)(=O)c2c(N)n(CCC(C)C)c3nc4ccccc4nc23)cc1	-4	5	40	4	-19	-2.8	5	-3	10	3	0
CN(C)S(=O)(=O)N(CC(=O)N1CCN(Cc2ccccc2)CC1)c1ccccc1	9	1	11	-4	-2	-0.5	-2	-4	5	7	0
O=C(O)C1OC(C(=O)O)C2C1C(F)(F)C2(F)F (stereo not drawn)	-8	8	10	21	0	-0.6	-35	3	4	1	4
Cc1ccccc1Cn1cnc2ccccc2c1=O	-5	-25	-2	13	3	1.2	12	1	10	2	-1
CCN(CCn1cccn1)C(=O)CCc1nnc(C2CCCCC2)o1	-4	-8	-16	5	-2	0.1	-20	-2	-26	5	0
CCOc1ccc(NC(=O)CN2C(=O)CSC(C)C2=O)cc1 (stereo not drawn)	5	10	6	-6	-7	0.3	-41	15	-19	2	0
COc1ccc(/C(O)=C2/C(=O)C(=O)N(CCCN3CCOCC3)C2c2ccc(C(C)C)cc2)cc1 (stereo not drawn)	-21	-1	7	8	-2	-0.3	-5	-8	6	15*	.
CC(Sc1nc2ccccc2[nH]1)C(=O)Nc1ccc2c(c1)OCCO2 (stereo not drawn)	-5	5	-19	0	-7	-1.8	-7	-12	-28	-3	-2
CCc1cccc(NC(=O)C2CCN(c3ncnc4sc(C)c(C)c34)CC2)c1	-7	28	6	4	-3	-0.8	-4	.	1	-10	.
COc1ccc(-n2c(=S)[nH]c3cc(C(=O)Nc4ccc(C)c(F)c4)ccc3c2=O)c(OC)c1	-7	57	11	6	-2	-0.3	18	21	29	4	1
COc1ccc(C(=O)NNC(=O)Cc2coc3cc(OC)ccc23)cc1	-5	-12	7	-5	-4	0.4	-31	-11	2	-2	.
CCOC(=O)c1[nH]c(C)c(CN(C(C)=O)c2ccc(OCC)cc2)c1C	-3	-6	29	-5	-1	-0.8	-1	9	17	0	4
O=C1CC2(CCN(S(=O)(=O)c3ccccc3)CC2)Oc2ccccc21	-2	13	18	5	-2	0.4	-18	-8	11	11	-2
O=C(Nc1ncn[nH]1)c1cc(S(=O)(=O)Nc2ccc(Cl)cc2)ccc1Cl	-3	-44	-83	12	2	8.5	-5	13	19	-1	0
Cc1ccc(Cl)c(OCCN2CCCC(C)C2)c1 (stereo not drawn)	-3	-9	14	3	-2	1.4	0	-6	13	-3	-3
Cc1ccc(S(=O)(=O)Nc2ccc(NC(=O)CN3CCCCC3)c(Cl)c2)cc1	.	-5	5	-2	-7	-0.7	8	1	-2	-2	-4
NCc1ccc2[nH]c(=O)[nH]c2c1	1	14	2	-2	6	0.0	-45	-2	18	1	5
O=C(Cc1nnc(NC(=O)c2ccccc2)s1)N/N=C/c1ccc(O)cc1	-14	-3	0	6	6	0.3	-19	8	0	-2	0
CCOC(=O)c1sc2nc(N3CCOCC3)c3c(c2c1N)CCC3	-3	4	-21	-3	25	4.5	-27	-11	-96	-4	5
O=C(CN(C(=O)CNS(=O)(=O)c1ccc(F)cc1)c1ccc(F)cc1)NCc1ccco1	-3	-13	7	3	-2	-0.3	-18	3	4	5	1
COc1ccc(/C=N/N2CCN(C)CC2)c(OC)c1OC	-5	3	11	-1	1	-0.2	11	1	3	1	-1

Not a retest: entries from further up.
SMILES	CaV13 FRET inh	Shn3 inh set2	Peg3 promoter	PDI turbidity	Cardio protect	iPSC survival up	NR2E3 ag-1	MITF TRPM1 inh	HIF-2a inh	m5-HT2A agonist	NR2E3 ag-2
Cc1ccc(S(=O)(=O)Nc2ccc(NC(=O)CN3CCCCC3)c(Cl)c2)cc1	.	-5	5	-2	-7	-0.7	8	1	-2	-2	-4
NCc1ccc2[nH]c(=O)[nH]c2c1	1	14	2	-2	6	0.0	-45	-2	18	1	5
O=C(Cc1nnc(NC(=O)c2ccccc2)s1)N/N=C/c1ccc(O)cc1	-14	-3	0	6	6	0.3	-19	8	0	-2	0
CCOC(=O)c1sc2nc(N3CCOCC3)c3c(c2c1N)CCC3	-3	4	-21	-3	25	4.5	-27	-11	-96	-4	5
O=C(CN(C(=O)CNS(=O)(=O)c1ccc(F)cc1)c1ccc(F)cc1)NCc1ccco1	-3	-13	7	3	-2	-0.3	-18	3	4	5	1
COc1ccc(/C=N/N2CCN(C)CC2)c(OC)c1OC	-5	3	11	-1	1	-0.2	11	1	3	1	-1
